# Screening results: PubChem BioAssay, National Center for Advancing Translational Sciences (NCATS)
# 15-hLO-2 inh: blocks human 15-lipoxygenase 2 activity | purified 15hLO-2, xylenol orange hydroperoxide absorbance | Potency, µM (top dose mostly 57.1 µM), for the others: at the top dose activity change, negative = inhibition, usual class: inhibitors | 110,000 tested, 0.56% active | AID 881; note: potency is the fitted concentration of half-maximal effect; nearly all actives have a fitted effect of over 60% in size; many of its hits are not listed in these tables
# Target sequence (O15296 whole entry, looked up): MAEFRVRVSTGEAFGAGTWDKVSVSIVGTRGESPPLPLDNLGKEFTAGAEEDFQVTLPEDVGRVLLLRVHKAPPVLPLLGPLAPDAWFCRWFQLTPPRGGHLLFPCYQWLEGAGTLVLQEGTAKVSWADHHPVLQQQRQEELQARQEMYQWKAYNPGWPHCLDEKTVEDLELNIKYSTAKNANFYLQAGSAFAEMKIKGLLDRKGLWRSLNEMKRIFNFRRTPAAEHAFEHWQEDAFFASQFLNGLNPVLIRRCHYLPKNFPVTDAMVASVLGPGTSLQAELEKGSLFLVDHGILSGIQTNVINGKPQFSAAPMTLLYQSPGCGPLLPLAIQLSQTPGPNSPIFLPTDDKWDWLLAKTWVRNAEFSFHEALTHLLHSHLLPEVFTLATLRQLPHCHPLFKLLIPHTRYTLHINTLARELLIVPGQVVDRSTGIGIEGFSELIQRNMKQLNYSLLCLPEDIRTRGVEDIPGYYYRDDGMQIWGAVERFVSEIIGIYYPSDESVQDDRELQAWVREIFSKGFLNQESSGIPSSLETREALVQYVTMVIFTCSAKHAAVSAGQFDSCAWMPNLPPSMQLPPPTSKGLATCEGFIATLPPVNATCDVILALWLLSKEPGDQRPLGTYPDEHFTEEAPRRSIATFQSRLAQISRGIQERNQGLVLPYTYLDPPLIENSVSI
#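 Enzyme 50 nM, AA 45 uM, 25 mM Hepes pH 7.5 + 0.01% Triton X-100; cpd preinc 15 min RT, rxn 90 min RT; stop/detect with 200 uM XO + 300 uM Fe(II) in 50 mM H2SO4, 30 min; A573/A405.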
# IMPase inh: IMPase inhibition in cells | P97697 | CHO-M1 cells, IP1 accumulation, HTRF TR-FRET ratio | inhibition (IP1 accumulation), % at 46.1 µM | 120,000 tested, under 10 active; active = well fitted curve in the direction sought with a large enough effect in the signal ratio, not every such curve was filed as active; inconclusive = small, poorly fitted or top-dose-only effect, or a change in a side signal; inactive = no such curve, though single readings can be large or run the other way; the % refers to the signal ratio;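 note: cells stimulated with carbachol in lithium chloride buffer; plate controls were DMSO basal wells for no effect and reference inhibitor wells for full effect; higher means more IMPase inhibition seen as more IP1 and lower FRET ratio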
# Target sequence (P97697 whole entry, looked up): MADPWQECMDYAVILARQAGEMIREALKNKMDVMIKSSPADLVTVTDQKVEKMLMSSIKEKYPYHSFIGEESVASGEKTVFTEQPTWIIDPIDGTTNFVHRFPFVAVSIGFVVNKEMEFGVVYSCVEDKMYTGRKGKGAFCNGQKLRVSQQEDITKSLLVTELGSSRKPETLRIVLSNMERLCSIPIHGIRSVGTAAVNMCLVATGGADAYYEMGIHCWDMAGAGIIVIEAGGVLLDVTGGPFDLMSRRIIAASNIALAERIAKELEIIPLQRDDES
#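 Elevated IP1 in lysates lowers TR-FRET signal (665/620 ratio and 620 channel reported). Cells were CHO-M1, given carbachol (50 uM as added) plus 50mM LiCl, pH 7.4, 30 min, 37C; compounds titrated up to 46 uM; AC50 by Hill equation.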
# PNC inhibitor: blocks assembly of the perinucleolar compartment. PC3M PTB-GFP, PNC prevalence imaging, 16 h; active compounds read low. activity change (PNC), negative = inhibition, % at 10 µM. 140,000 tested, 3.1% active;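 active = readout at or below -70, meaning at least 70% loss of cells showing the perinucleolar compartment, a nuclear body marking cancer cells; inconclusive = readout between -30 and a set limit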;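 note: plate controls were DMSO wells for no effect and camptothecin positive control wells for full effect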
#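 Compounds are pinned in duplicate onto adhered PC3M cells stably expressing GFP-tagged PTB and incubated 16 h at 37 C. Cells are then fixed, nuclei stained with Hoechst, and PNC-positive cells counted.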
# 12-hLO inh: blocks human 12-lipoxygenase activity; P18054; purified 12-hLO, xylenol orange hydroperoxide absorbance; Potency, µM (titrated, usually from 57.1 µM), for the others: top-dose activity change, negative = inhibition, hits mostly inhibitors; 150,000 tested, 0.12% active; note: potency is the fitted concentration of half-maximal effect; nearly all actives have a fitted effect of over 55% in size; many of its hits are not listed in these tables
#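 Hydroperoxide output read as Fe(III)-xylenol orange absorbance, 573-to-405 nm ratio, after 30 min reaction with 40 uM arachidonic acid. Enzyme: 150 nM purified human 12hLO, 15 min compound preincubation; 25 mM Hepes pH 7.0, room temperature.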
# * marks the source's active call; other numbers are inactive results; ? = inconclusive; . = no result given; & = joins results of further samples; [ ] = remark or other dose. Unless noted, calls come from the whole dose curve; as a rule, active = well fitted curve in the direction sought with a large enough effect; inconclusive = small, poorly fitted or top-dose-only effect, or another doubt; inactive = no such curve, though single readings can be large; an effect the other way counts as inactive or inconclusive. Unless noted, % is set by controls: 0 for no effect and ±100 for the full control effect. A portion of the library, so the mix of outcomes need not match the whole.
# Key to letters: A = 15-hLO-2 inh; B = IMPase inh; C = PNC inhibitor; D = 12-hLO inh
> CCOc1ccc(S(=O)(=O)N2CCCCCC2)c2ccccc12
  A: -13% | B: 2 | C: 67 | D: -3%
> COC(=O)c1cccnc1
  A: 6%[0.0915 µM] | B: . | C: . | D: -3%[0.00818 µM]
> CC(=O)[C@@H]1CC[C@@H]2[C@@H]3C[C@H](C)C4=CC(=O)CC[C@@]4(C)[C@H]3[C@H](O)C[C@]21C
  A: 0%[25.6 µM] | B: -9[20.6 µM] | C: . | D: -1%[25.6 µM]
> O=C(Cn1ccnc1[N+](=O)[O-])NCCO
  A: 4% | B: -6[20.6 µM] | C: . | D: 7%
> NS(=O)(=O)c1cc2c(cc1C(F)(F)F)N[C@H](Cc1ccccc1)NS2(=O)=O
  A: 1%[25.6 µM] | B: -3[20.6 µM] | C: . | D: -2%[25.6 µM]
> C=CCN1C(=O)C(CC(C)C)NC1=S (stereo not given)
  A: 2%[0.0915 µM] | B: . | C: . | D: 0%[0.00818 µM]
> CC1=NN(c2ccccc2)C(=O)C1
  A: -16%&2% | B: 7 | C: 14 | D: -6%&-15%&-3%
> CC(C)Cc1ccc(C(C)C(=O)O)cc1 (stereo not given)
  A: -2% | B: 0 | C: 15 | D: -6%
> CN1CCC(=C2c3ccccc3CCc3sccc32)CC1
  A: 32%[activator] | B: 14[20.6 µM] | C: . | D: 20%
> Nc1c2c(nc3ccccc13)CCC[C@H]2O
  A: -2% | B: 1 | C: . | D: -2%
> C[C@H]1[C@H](C)CC[C@]2(C(=O)O)CC[C@]3(C)C(=CCC4[C@@]5(C)C[C@@H](O)[C@H](O)[C@@](C)(CO)[C@@H]5CC[C@]43C)[C@H]12 (stereo not given in full)
  A: 11% | B: -2 | C: . | D: -1%
> CC(=O)NCCCCCC(=O)O
  A: -2% | B: . | C: . | D: 2%
> Cc1onc(-c2ccccc2Cl)c1C(=O)NC1C(=O)N2C1SC(C)(C)C2C(=O)O (stereo not given)
  A: 3% | B: . | C: . | D: -2%
> N=C(N=C(N)N)N1CCOCC1
  A: 4%[25.6 µM] | B: -5[20.6 µM] | C: . | D: 4%[25.6 µM]
> CC(=O)O[C@]1(C(C)=O)CC[C@H]2[C@@H]3C=C(Cl)C4=CC(=O)[C@@H]5C[C@@H]5[C@]4(C)[C@H]3CC[C@@]21C
  A: -13% | B: . | C: . | D: -2%
> CCCC(NC(C)C(=O)N1C(C(=O)O)CC2CCCCC21)C(=O)OCC (stereo not given)
  A: 6% | B: . | C: . | D: -2%
> CN(C)CCCSc1ccccc1NC(=O)/C=C\c1ccccc1
  A: 17% | B: 1 | C: . | D: -1%
> C=CC(C)(O)CC/C=C(\C)CCC=C(C)C (stereo not given)
  A: 5% | B: . | C: . | D: 2%
> CN(C)CCCN1c2ccccc2Sc2ccccc21
  A: 30%[activator] | B: 27[20.6 µM] | C: 17 | D: -6%
> Cc1coc2c1C(=O)C(=O)c1c-2ccc2c1CCCC2(C)C
  A: -15% | B: . | C: . | D: ?
> O=P(O)(O)O
  A: -10% | B: . | C: . | D: 2%
> C=CCSCC=C
  A: 5% | B: . | C: . | D: -1%
> COc1ccccc1OCC(O)COC(N)=O (stereo not given)
  A: -1% | B: . | C: 10 | D: 1%
> O=C1N(c2ccccc2)c2ccccc2C1(Cc1ccncc1)Cc1ccncc1
  A: 15% | B: 4 | C: . | D: 3%
> Cc1c(C(=O)O)c(O)cc2c1C(=O)c1c(O)c([C@H]3O[C@H](CO)[C@@H](O)[C@H](O)[C@H]3O)c(O)c(O)c1C2=O
  A: 13%[0.0915 µM] | B: ? | C: . | D: -3%[0.00818 µM]
> CCCCCCCCO
  A: -10% | B: . | C: . | D: -2%
> O=C(O)COC(=O)Cc1ccccc1Nc1c(Cl)cccc1Cl
  A: 5%[25.6 µM] | B: -2[20.6 µM] | C: . | D: 2%[25.6 µM]
> O=c1cc(-c2ccc(O)cc2)oc2cc(O)ccc12
  A: -3% | B: . | C: . | D: -6%
> Nc1nccs1
  A: -7% | B: . | C: . | D: 6%
> Cc1nnc(NS(=O)(=O)c2ccc(N)cc2)s1
  A: -7% | B: -5[20.6 µM] | C: -4 | D: -1%
> O=C1NC(=O)[C@@]2(CCOc3ccc(F)cc32)N1
  A: 23%[0.0915 µM] | B: . | C: . | D: 0%[0.00818 µM]
> COc1cc2nc(N3CCN(C(=O)C4COc5ccccc5O4)CC3)nc(N)c2cc1OC (stereo not given)
  A: . | B: . | C: -25 | D: -3%
> O=C1NCC2(CCN(CCc3ccccc3)CC2)O1
  A: -1% | B: 9[20.6 µM] | C: . | D: 1%
> COc1nc(C)nc(Cl)c1NC1=NCCN1
  A: 18% | B: 2[20.6 µM] | C: . | D: 1%
> CCCCCC(=O)O[C@@]1(C(C)=O)CCC2C3CCC4=CC(=O)CC[C@@]4(C)C3CC[C@]21C (stereo not given in full)
  A: -15% | B: . | C: . | D: -9%
> NS(=O)(=O)c1cc2c(cc1C(F)(F)F)NC(Cc1ccccc1)NS2(=O)=O (stereo not given)
  A: -12% | B: . | C: ? | D: -7%
> CCCOc1ccccc1-c1nc2n[nH]nc2c(=O)[nH]1
  A: 0% | B: 3 | C: . | D: -3%
> CCN(CC)C[C@@H]1CCCCN1CC(=O)N1c2ccccc2C(=O)Nc2cccnc21
  A: 25% | B: 15 | C: . | D: -4%
> Nc1cc(-c2ccncc2)c[nH]c1=O
  A: -4% | B: -2[20.6 µM] | C: ? | D: ?
> C[C@]12CC[C@H]3[C@@H](CCC4=CC(=O)CC[C@@]43C)[C@@H]1CC[C@@H]2C(=O)CO
  A: . | B: . | C: 0 | D: -4%
> CC(C)(C)NC[C@H](O)COc1cccc2c1C[C@@H](O)[C@@H](O)C2
  A: -3%[25.6 µM] | B: 5[20.6 µM] | C: . | D: -4%[25.6 µM]
> CC1(C)OC2CC(=O)OCC23C1CC(=O)C1(C)C3CC[C@@]2(C)[C@H](c3ccoc3)OC(=O)C3OC312 (stereo not given in full)
  A: 11%[0.0915 µM] | B: . | C: . | D: -3%[0.00818 µM]
> O=C(O)CN1C(=O)c2cccc3cccc(c23)C1=O
  A: 1% | B: 3 | C: . | D: -1%
> CC(=O)N(C[C@@H](O)CO)c1c(I)c(C(=O)NC[C@@H](O)CO)c(I)c(C(=O)NC[C@@H](O)CO)c1I
  A: 12%[25.6 µM] | B: -4[20.6 µM] | C: . | D: -3%[25.6 µM]
> CC(C)Cc1ccc([C@H](C)C(=O)O)cc1
  A: -8%[25.6 µM] | B: -1[20.6 µM] | C: . | D: -3%[25.6 µM]
> COc1ccc(-c2cc(=O)c3c(O)cc(O[C@H]4OC(COC5OC(C)C(O)C(O)[C@H]5O)C(O)C(O)C4O)cc3o2)cc1O (stereo not given in full)
  A: 10% | B: . | C: . | D: -5%
> CCCOC(=O)c1ccccc1
  A: 1%[0.0915 µM] | B: . | C: . | D: 2%[0.00818 µM]
> c1ccc2c(CC3=NCCN3)cccc2c1
  A: 13% | B: -2[20.6 µM] | C: 130 | D: -4%
> CC(=O)[C@H]1CC[C@H]2[C@@H]3C[C@H](C)C4=CC(=O)CC[C@]4(C)[C@H]3[C@@H](O)C[C@]12C
  A: . | B: . | C: ? | D: -5%

# 2 of the compounds above, field by field.
Nc1cc(-c2ccncc2)c[nH]c1=O
  15-hLO-2 inh: -4% | IMPase inh: -2[20.6 µM] | PNC inhibitor: ? | 12-hLO inh: ?

CCN(CC)C[C@@H]1CCCCN1CC(=O)N1c2ccccc2C(=O)Nc2cccnc21
  15-hLO-2 inh: 25% | IMPase inh: 15 | PNC inhibitor: . | 12-hLO inh: -4%

# Copied from the entries so far for reference:
# Key to letters: A = 15-hLO-2 inh; B = IMPase inh; C = PNC inhibitor; D = 12-hLO inh
> CCOc1ccc(S(=O)(=O)N2CCCCCC2)c2ccccc12
  A: -13% | B: 2 | C: 67 | D: -3%
> COC(=O)c1cccnc1
  A: 6%[0.0915 µM] | B: . | C: . | D: -3%[0.00818 µM]
> CC(=O)[C@@H]1CC[C@@H]2[C@@H]3C[C@H](C)C4=CC(=O)CC[C@@]4(C)[C@H]3[C@H](O)C[C@]21C
  A: 0%[25.6 µM] | B: -9[20.6 µM] | C: . | D: -1%[25.6 µM]
> O=C(Cn1ccnc1[N+](=O)[O-])NCCO
  A: 4% | B: -6[20.6 µM] | C: . | D: 7%
> NS(=O)(=O)c1cc2c(cc1C(F)(F)F)N[C@H](Cc1ccccc1)NS2(=O)=O
  A: 1%[25.6 µM] | B: -3[20.6 µM] | C: . | D: -2%[25.6 µM]
> C=CCN1C(=O)C(CC(C)C)NC1=S (stereo not given)
  A: 2%[0.0915 µM] | B: . | C: . | D: 0%[0.00818 µM]
> CC1=NN(c2ccccc2)C(=O)C1
  A: -16%&2% | B: 7 | C: 14 | D: -6%&-15%&-3%
> CC(C)Cc1ccc(C(C)C(=O)O)cc1 (stereo not given)
  A: -2% | B: 0 | C: 15 | D: -6%
> CN1CCC(=C2c3ccccc3CCc3sccc32)CC1
  A: 32%[activator] | B: 14[20.6 µM] | C: . | D: 20%
> Nc1c2c(nc3ccccc13)CCC[C@H]2O
  A: -2% | B: 1 | C: . | D: -2%
> C[C@H]1[C@H](C)CC[C@]2(C(=O)O)CC[C@]3(C)C(=CCC4[C@@]5(C)C[C@@H](O)[C@H](O)[C@@](C)(CO)[C@@H]5CC[C@]43C)[C@H]12 (stereo not given in full)
  A: 11% | B: -2 | C: . | D: -1%
> CC(=O)NCCCCCC(=O)O
  A: -2% | B: . | C: . | D: 2%
> Cc1onc(-c2ccccc2Cl)c1C(=O)NC1C(=O)N2C1SC(C)(C)C2C(=O)O (stereo not given)
  A: 3% | B: . | C: . | D: -2%
> N=C(N=C(N)N)N1CCOCC1
  A: 4%[25.6 µM] | B: -5[20.6 µM] | C: . | D: 4%[25.6 µM]
> CC(=O)O[C@]1(C(C)=O)CC[C@H]2[C@@H]3C=C(Cl)C4=CC(=O)[C@@H]5C[C@@H]5[C@]4(C)[C@H]3CC[C@@]21C
  A: -13% | B: . | C: . | D: -2%
> CCCC(NC(C)C(=O)N1C(C(=O)O)CC2CCCCC21)C(=O)OCC (stereo not given)
  A: 6% | B: . | C: . | D: -2%
> CN(C)CCCSc1ccccc1NC(=O)/C=C\c1ccccc1
  A: 17% | B: 1 | C: . | D: -1%
> C=CC(C)(O)CC/C=C(\C)CCC=C(C)C (stereo not given)
  A: 5% | B: . | C: . | D: 2%
> CN(C)CCCN1c2ccccc2Sc2ccccc21
  A: 30%[activator] | B: 27[20.6 µM] | C: 17 | D: -6%
> Cc1coc2c1C(=O)C(=O)c1c-2ccc2c1CCCC2(C)C
  A: -15% | B: . | C: . | D: ?
